MOR-DOR inv ag = inverse agonists of MOR-DOR heterodimerization, primary screen, cell-based, luminescence; Mu-type opioid receptor (Homo sapiens) + Delta-type opioid receptor (Homo sapiens), …; cell-based MOR-DOR heterodimer luminescence, inverse agonism; inhibition, % at 9.3 µM; 340,000 tested, 0.21% active; AID 504357, 2011; in the data active = inhibition above about 22%, passing the limit was not always enough;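 note: 0% = cells with DMSO and 100% = wells without cells with DMSO; values of inactives mirror those of a sister screen read the other way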
Arr AP2 block = inhibitors of beta-arrestin/AP2 binding, primary screen, biochemical, GPCR trafficking, flow cytometry. FITC-arrestin peptide / GST-AP2 beads; AP2 beta2 appendage carries R879A mutation. inhibition, % at 10 µM. 340,000 tested, 0.31% active. beta-arrestin 1 C-terminal peptide binding to AP2 beta2-adaptin appendage (human);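 active = inhibition above a set limit, near 3 SD of compounds lacking own fluorescence, cut at about 54% in these data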;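 note: plate controls were DMSO wells for no effect and 5 µM unlabelled arrestin peptide for full effect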
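Assay system: GST-AP2 R879A bound to glutathione beads, E. coli-expressed; Medium: PBS with 0.05% Tween 20 and 0.1% BSA; Also added: fluorescein-tagged arrestin peptide at 50 nM final; Timing: 12 min plus 1 h, RT; Measured by: flow cytometry, FL1 (488/535 nm); Evaluation: percent drop in bead-associated FITC signal.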
phage Ecoli inh = growth loss of phage-infected E. coli, primary screen, RecBCD inhibitor project, absorbance, with phage, HTS | AID 651602, 2012 | inhibition, % at 11.9 µM | 360,000 tested, 0.26% active; in the data active = inhibition above about 11%
Ecoli viability = E. coli V3065 growth inhibition, primary screen, counter-screen for AddAB inhibitor project, absorbance, OD600 | 330,000 tested, 0.27% active | inhibition, % at 11.9 µM | 18 h;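 active = inhibition above the campaign's mean inhibition across all tested compounds plus 3 SD, cut at about 9.9% in these data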;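 note: uninfected addAB+ strain grown without phage in ampicillin broth; 0% = DMSO wells and 100% = ciprofloxacin 0.95 µg/ml wells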
PfHsp90 yeast 2 = growth inhibition of PfHsp90-expressing yeast, primary screen, antimalarial PfHsp90 inhibitor project, S. cerevisiae, BacTiter-Glo luminescence, single point, set 2 | BacTiter-Glo ATP, 48 h; yeast lacking PDR1 and PDR3 efflux regulators | inhibition, % at 9.4 µM | 310,000 tested, 0.32% active | AID 504621, 2011;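 active = every replicate shows inhibition above about 80%, whatever the replicate mean, limit read from the data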;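 note: 0% = DMSO neutral controls and 100% = 20 µM radicicol positive controls; yeast relying on Plasmodium falciparum Hsp90 in place of its own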
Tat export inh = E. coli Tat export inhibitors, primary screen, MC4100, TorA-mCherry reporter, fluorescence, single point | inhibition, % at 10 µM | 340,000 tested, 0.036% active | AID 488895, 2010;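 active = mean replicate inhibition at least 50% and at least half of replicates individually reaching 50%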;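 note: exported cargo escapes ClpAP degradation while cytoplasmic cargo is degraded and loses fluorescence; 0% = median of neutral control wells and 100% = median of NaSCN control wells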
Mot1-301 SUMO = yeast Mot1-301 growth rescue at high temperature, primary screen, SUMOylation pathway inhibitor project, S. cerevisiae, ATP luminescence, 38.5C; AID 2716, 2010; 320,000 tested, 1% active; S. cerevisiae Mot1-301 growth rescue; percent above DMSO median, 100 means doubled; growth rescue, % at 18.8 µM;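 active = every valid replicate shows activation above 250% relative to neutral control wells; inactive = the rest, any valid replicate at or below 250%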;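 note: OY570 slx delta 5 strain wells were the positive control but not used for scaling; some compounds called inactive have numbers as strong as hits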
MOR-DOR ag = agonists of OPRM1-OPRD1 heterodimerization, primary screen, cell-based, luminescence; cells; 340,000 tested, 0.3% active; activation, % at 9.3 µM; AID 504326, 2011; in the data active = activation above about 18%;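 note: 0% = vehicle-treated cells and 100% = reference agonist; values of inactives mirror those of a sister screen read the other way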
AddAB inh = growth inhibition of E. coli expressing H. pylori AddAB, primary screen, AddAB inhibitor project, absorbance | inhibition, % at 11.9 µM | 330,000 tested, 0.29% active; in the data active = inhibition above about 12%;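 note: 0% = vehicle wells of infected cells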
PKA-R1A activ = activators of PKA-R1A holoenzyme, primary screen, biochemical, fluorescence polarization, Cy5-IP20, bovine R1A, mouse PKAc | cAMP-dependent protein kinase type I-alpha regulatory subunit (Bos taurus) + … | PKA-R1A dissociation; scaled: DMSO 0%, 113 µM cGMP 100% | activation, % at 11.4 µM | 340,000 tested, 0.083% active;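 active = percent activation above the mean of all tested compounds plus 3 SD, cut at about 19% in these data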;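 note: higher means more PKAc released from R1A so a rise in polarization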
Pemphigus Ab inh = inhibitors of pemphigus antibody binding to DSG3, primary screen, biochemical, bead-based, flow cytometry, scFv-GFP. Desmoglein-3 (Homo sapiens), P32926. DSG3-coupled beads, scFv-anti-DSG3-GFP binding; hits give low values. binding (percent of control), % at 10 µM. 310,000 tested, 0.48% active;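 active = binding more than 3 SD below its plate's average and above zero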;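 note: hits lower antibody fragment binding to DSG3; some compounds called inactive have numbers as strong as hits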
Target sequence (P32926 whole entry, looked up, the tested form may be a part): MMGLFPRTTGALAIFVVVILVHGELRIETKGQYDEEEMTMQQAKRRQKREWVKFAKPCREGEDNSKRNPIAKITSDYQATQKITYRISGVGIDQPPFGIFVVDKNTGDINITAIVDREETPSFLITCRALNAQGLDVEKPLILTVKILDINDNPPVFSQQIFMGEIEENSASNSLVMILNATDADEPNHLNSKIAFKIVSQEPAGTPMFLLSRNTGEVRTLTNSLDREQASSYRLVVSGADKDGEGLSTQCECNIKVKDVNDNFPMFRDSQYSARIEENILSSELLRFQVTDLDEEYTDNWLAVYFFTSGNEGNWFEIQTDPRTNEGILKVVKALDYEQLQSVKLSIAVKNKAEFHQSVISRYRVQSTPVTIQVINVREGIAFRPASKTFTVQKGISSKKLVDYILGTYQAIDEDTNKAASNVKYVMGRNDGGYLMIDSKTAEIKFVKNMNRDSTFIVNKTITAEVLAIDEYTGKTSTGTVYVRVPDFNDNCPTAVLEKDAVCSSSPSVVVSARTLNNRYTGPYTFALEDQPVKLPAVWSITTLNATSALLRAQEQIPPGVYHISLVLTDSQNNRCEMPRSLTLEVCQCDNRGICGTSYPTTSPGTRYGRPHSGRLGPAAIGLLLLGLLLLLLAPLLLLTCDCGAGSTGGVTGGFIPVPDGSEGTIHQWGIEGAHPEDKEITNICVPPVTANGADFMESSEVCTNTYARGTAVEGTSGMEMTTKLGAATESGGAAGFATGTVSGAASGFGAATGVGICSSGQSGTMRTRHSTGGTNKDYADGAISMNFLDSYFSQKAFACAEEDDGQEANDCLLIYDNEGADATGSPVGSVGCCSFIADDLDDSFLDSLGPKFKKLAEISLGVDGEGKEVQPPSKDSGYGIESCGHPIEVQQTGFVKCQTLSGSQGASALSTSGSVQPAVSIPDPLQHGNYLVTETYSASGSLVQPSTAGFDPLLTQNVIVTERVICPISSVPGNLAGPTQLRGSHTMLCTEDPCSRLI
* hit, by the source's call.

What do the screens show for `Cc1cc(N2CCOCC2)nc2ccc(NC(=O)CCC(=O)N3CCN(c4ccccc4F)CC3)cc12`?
MOR-DOR inv ag: 13; Arr AP2 block: -1; phage Ecoli inh: 2.1; Ecoli viability: 0.4; PfHsp90 yeast 2: -18; Tat export inh: 0; Mot1-301 SUMO: -1; MOR-DOR ag: -2.5; AddAB inh: -0.6; PKA-R1A activ: -10; Pemphigus Ab inh: 110

Results for COc1ccccc1C(=O)NNC(=S)NC(=O)c1sc2ccccc2c1Cl ?
MOR-DOR inv ag: 9; Arr AP2 block: 0; phage Ecoli inh: -0.9; Ecoli viability: -3.8; PfHsp90 yeast 2: -18; Tat export inh: -8; Mot1-301 SUMO: 2; MOR-DOR ag: -1.8; AddAB inh: 2.3; PKA-R1A activ: -3; Pemphigus Ab inh: 85

How did CC(OC(=O)Nc1cccc(Cl)c1)C(=O)OC1CCCCC1 (stereo not drawn) do in these assays?
MOR-DOR inv ag: -55; Arr AP2 block: -6; phage Ecoli inh: -1.0; PfHsp90 yeast 2: 4; Tat export inh: -1; MOR-DOR ag: 11; PKA-R1A activ: -15; Pemphigus Ab inh: 118

What do the screens show for `Cc1ccc(S(=O)(=O)N2CCOCC2)cc1NC(=O)CN1C(=O)CN(C)C1=O`?
MOR-DOR inv ag: 1; Arr AP2 block: 26; phage Ecoli inh: 7.8; Tat export inh: 5; MOR-DOR ag: -0.2; PKA-R1A activ: -1; Pemphigus Ab inh: 106

How did O=C(Nc1ccccc1N1CCN(C(=O)c2ccccc2)CC1)c1cc2ccccc2o1 do in these assays?
MOR-DOR inv ag: 9; Arr AP2 block: -3; phage Ecoli inh: -1.1; Ecoli viability: 0.0; PfHsp90 yeast 2: -14; Tat export inh: 1; Mot1-301 SUMO: 264*; MOR-DOR ag: -1.5; AddAB inh: 1.8; PKA-R1A activ: -6

Results for O=C(NCc1ccccc1)c1ccc(=O)oc1 ?
MOR-DOR inv ag: 14; Arr AP2 block: 45; phage Ecoli inh: -1.9; Ecoli viability: 4.0; PfHsp90 yeast 2: -12; Tat export inh: 7; Mot1-301 SUMO: 22; MOR-DOR ag: -2.8; AddAB inh: 9.3; PKA-R1A activ: 3; Pemphigus Ab inh: 95

What do the screens show for `O=C1C2C3C=CC(C2C(=O)N1CCCO)C1C2C(=O)N(CCCO)C(=O)C2C31` (stereo not drawn)?
MOR-DOR inv ag: 8; Arr AP2 block: 7; phage Ecoli inh: 0.6; Ecoli viability: -3.4; Tat export inh: -2; Mot1-301 SUMO: 75; MOR-DOR ag: -1.4; AddAB inh: -0.9; PKA-R1A activ: 3; Pemphigus Ab inh: 95

What do the screens show for `O=C(Cn1c(=O)oc2cc(S(=O)(=O)N3CCOCC3)ccc21)N1CCc2ccccc2C1`?
MOR-DOR inv ag: 15; Arr AP2 block: 1; phage Ecoli inh: 1.8; Ecoli viability: 0.3; PfHsp90 yeast 2: 1; Tat export inh: -9; Mot1-301 SUMO: 4; MOR-DOR ag: -2.9; AddAB inh: 1.2; PKA-R1A activ: -2; Pemphigus Ab inh: 102

What do the screens show for `COc1cccc(/C=N/NC(=O)CN2CC(c3ccccc3)CC2=O)c1O` (stereo not drawn)?
MOR-DOR inv ag: 6; Arr AP2 block: 2; phage Ecoli inh: 2.0; Ecoli viability: -0.7; PfHsp90 yeast 2: 8; Tat export inh: -4; Mot1-301 SUMO: -6; MOR-DOR ag: -1.2; AddAB inh: -0.4; PKA-R1A activ: -12; Pemphigus Ab inh: 89

How did COc1ccccc1N1CCN(C2CCCN(C(=O)CCN3CCCCO3)C2)CC1 (stereo not drawn) do in these assays?
MOR-DOR inv ag: 4; Arr AP2 block: 28; phage Ecoli inh: 3.5; Ecoli viability: 3.8; PfHsp90 yeast 2: 24; Tat export inh: -4; Mot1-301 SUMO: 21; MOR-DOR ag: -0.8; AddAB inh: 1.1; PKA-R1A activ: -5; Pemphigus Ab inh: 99

What do the screens show for `Cn1c(=O)n(C)c2cc([N+](=O)[O-])c(N3CCN(C(=O)C(C)(C)C)CC3)cc21`?
MOR-DOR inv ag: 5; Arr AP2 block: 5; phage Ecoli inh: 2.2; Ecoli viability: 0.3; PfHsp90 yeast 2: 15; Tat export inh: 4; Mot1-301 SUMO: -2; MOR-DOR ag: -1.0; AddAB inh: 3.6; PKA-R1A activ: 6; Pemphigus Ab inh: 106

How did C=CCN(C(=O)CSc1nc2ccsc2c(=O)n1Cc1ccccn1)c1ccccc1 do in these assays?
MOR-DOR inv ag: 8; Arr AP2 block: -6; phage Ecoli inh: 0.2; Ecoli viability: -1.5; Tat export inh: 12; Mot1-301 SUMO: -6; MOR-DOR ag: -1.6; AddAB inh: -0.1; PKA-R1A activ: 3; Pemphigus Ab inh: 116

How did N#Cc1c2ccc(O)cc2n2ccccc12 do in these assays?
MOR-DOR inv ag: -11; Arr AP2 block: 12; phage Ecoli inh: 5.5; Ecoli viability: 0.1; PfHsp90 yeast 2: -5; Tat export inh: -8; Mot1-301 SUMO: 3; MOR-DOR ag: 2.2; AddAB inh: 1.2; PKA-R1A activ: -7; Pemphigus Ab inh: 92

Results for CC1CCCCN1S(=O)(=O)c1cccc2nonc12 (stereo not drawn) ?
MOR-DOR inv ag: 7; Arr AP2 block: -1; phage Ecoli inh: 0.2; PfHsp90 yeast 2: 1; Tat export inh: 5; Mot1-301 SUMO: 2; MOR-DOR ag: -0.9; PKA-R1A activ: 5; Pemphigus Ab inh: 95

How did COCc1[nH][nH]c(=O)c1C=Nc1ccc(OC(F)(F)F)cc1 do in these assays?
MOR-DOR inv ag: 8; Arr AP2 block: -6; phage Ecoli inh: 3.0; Ecoli viability: 3.7; Tat export inh: -5; Mot1-301 SUMO: 801*; MOR-DOR ag: -1.3; AddAB inh: 3.9; PKA-R1A activ: 11; Pemphigus Ab inh: 83

How did CCn1c(Cc2ccccc2)nnc1SCC(=O)Nc1ccccc1N1CCOCC1 do in these assays?
MOR-DOR inv ag: -3; Arr AP2 block: -4; phage Ecoli inh: 2.0; Ecoli viability: 1.5; PfHsp90 yeast 2: 15; Tat export inh: 4; Mot1-301 SUMO: -13; MOR-DOR ag: 0.4; AddAB inh: 1.8; PKA-R1A activ: -21

How did O=C(NCC(=O)N1CCN(S(=O)(=O)c2ccccc2)CC1)c1ccc2ccccc2c1 do in these assays?
MOR-DOR inv ag: -1; Arr AP2 block: 31; phage Ecoli inh: -0.5; Ecoli viability: 2.0; PfHsp90 yeast 2: -9; Tat export inh: -5; Mot1-301 SUMO: -16; MOR-DOR ag: 0.3; AddAB inh: 0.8; PKA-R1A activ: -5; Pemphigus Ab inh: 111

Results for CC(=O)c1cccc(NS(=O)(=O)c2ccc(N/C=C\C(=O)c3ccc(F)cc3)cc2)c1 ?
MOR-DOR inv ag: -4; Arr AP2 block: 15; phage Ecoli inh: 2.9; Ecoli viability: -1.5; Tat export inh: -1; Mot1-301 SUMO: 185; MOR-DOR ag: 0.9; AddAB inh: 2.2; PKA-R1A activ: -7; Pemphigus Ab inh: 93

How did COc1ccc2[nH]cc(C(=O)CN3CC(C)CC(C)C3)c2c1 (stereo not drawn) do in these assays?
MOR-DOR inv ag: 2; Arr AP2 block: 14; phage Ecoli inh: 2.0; Ecoli viability: 0.9; PfHsp90 yeast 2: 2; Tat export inh: 7; Mot1-301 SUMO: -16; MOR-DOR ag: -0.5; AddAB inh: -0.6; PKA-R1A activ: -10; Pemphigus Ab inh: 111

How did O=C1Nc2ccccc2C12OCCCO2 do in these assays?
MOR-DOR inv ag: 13; Arr AP2 block: -12; phage Ecoli inh: 2.5; Ecoli viability: -0.6; PfHsp90 yeast 2: 23; Tat export inh: 4; Mot1-301 SUMO: -6; MOR-DOR ag: -3.1; AddAB inh: 2.7; PKA-R1A activ: -8

The closing 2 entries of the part before lead into the next.
How did COc1ccc2[nH]cc(C(=O)CN3CC(C)CC(C)C3)c2c1 (stereo not drawn) do in these assays?
MOR-DOR inv ag: 2; Arr AP2 block: 14; phage Ecoli inh: 2.0; Ecoli viability: 0.9; PfHsp90 yeast 2: 2; Tat export inh: 7; Mot1-301 SUMO: -16; MOR-DOR ag: -0.5; AddAB inh: -0.6; PKA-R1A activ: -10; Pemphigus Ab inh: 111

How did O=C1Nc2ccccc2C12OCCCO2 do in these assays?
MOR-DOR inv ag: 13; Arr AP2 block: -12; phage Ecoli inh: 2.5; Ecoli viability: -0.6; PfHsp90 yeast 2: 23; Tat export inh: 4; Mot1-301 SUMO: -6; MOR-DOR ag: -3.1; AddAB inh: 2.7; PKA-R1A activ: -8

What do the screens show for `CCOC(=O)NC1c2ccccc2Oc2ccccc21`?
MOR-DOR inv ag: 12; Arr AP2 block: 0; phage Ecoli inh: 0.8; Ecoli viability: -1.3; PfHsp90 yeast 2: -11; Tat export inh: -6; Mot1-301 SUMO: -17; MOR-DOR ag: -2.4; AddAB inh: 0.3; PKA-R1A activ: 4; Pemphigus Ab inh: 89

How did CCCc1ccc(OCCNC(=O)c2ccccc2Br)cc1 do in these assays?
MOR-DOR inv ag: -12; Arr AP2 block: -14; phage Ecoli inh: 0.0; Ecoli viability: -2.5; PfHsp90 yeast 2: -8; Tat export inh: 2; Mot1-301 SUMO: 15; MOR-DOR ag: 2.5; AddAB inh: -1.6; PKA-R1A activ: -16; Pemphigus Ab inh: 115

How did C=CCNC(=O)CN1C(=O)c2cccc3cccc1c23 do in these assays?
MOR-DOR inv ag: 20; Arr AP2 block: -17; phage Ecoli inh: 1.9; Ecoli viability: 2.5; PfHsp90 yeast 2: 0; Tat export inh: 2; Mot1-301 SUMO: 2; MOR-DOR ag: -4.3; AddAB inh: 2.7; PKA-R1A activ: -5; Pemphigus Ab inh: 98

How did Nc1c(Cl)ncnc1N/N=C/c1ccnc2ccccc12 do in these assays?
MOR-DOR inv ag: 2; Arr AP2 block: -12; phage Ecoli inh: 2.7; Ecoli viability: -1.5; PfHsp90 yeast 2: -9; Tat export inh: -3; Mot1-301 SUMO: -4; MOR-DOR ag: -0.5; AddAB inh: 2.7; PKA-R1A activ: -4; Pemphigus Ab inh: 96
